Screening data as filed in PubChem BioAssay.
HTT ATP protect: Huntington cell model cytoprotection by ATP luminescence; actives 0.14% (n = 230,000); Potency, µM (titrated, usually from 56.4 µM), for inactives: cytoprotection (ATP increase), usual class: activators; PC12 HTT-Q103 induced, cytoprotection, ATP luminescence, 40 h;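 also: % of control where 0% means no effect; nearly all actives have a fitted effect of over 45% in size; toxic huntingtin expression switched on by the ecdysone agonist tebufenozide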
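ATP quantification (ATPlite) reports survival of PC12 cells in which tebufenozide, 100 nM final, switches on Htt exon 1 with 103 glutamines linked to GFP; compounds are titrated.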
Tau fibril FP: inhibitors of human tau fibril formation | P10636 | K18 P301L tau heparin fibrillization, Alexa594 FP, 6 h | Potency, µM (series often up to 57.7 µM), without a hit: at the top dose activity, negative = inhibition, usual class: inhibitors | actives 0.39% (n = 280,000) | AID 1468; also: % is scaled to controls: 0 for no effect and ±100 for the full control effect; nearly all actives have a fitted effect of over 55% in size
Target sequence (P10636 561-689 P618L limits assumed): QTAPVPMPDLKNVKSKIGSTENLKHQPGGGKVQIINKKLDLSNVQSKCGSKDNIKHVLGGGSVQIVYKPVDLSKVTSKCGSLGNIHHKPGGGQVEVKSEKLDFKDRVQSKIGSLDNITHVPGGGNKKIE
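Heparin (20 uM) drove fibril formation of recombinant tau K18 P301L, 15 uM unlabeled with 0.24 uM Alexa 594 label, for 6 hr at 37 C in 100 mM sodium acetate pH 7. Fluorescence polarization (555/632 nm) read 1 hr after 30 uM ThT.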
SMN2 splice up: enhancers of SMN2 splice variant expression; HEK293 SMN2-luciferase splicing reporter, luminescence, 30-36 h; Potency, µM (doses to about 46.1 µM), for inactives: at the top dose activity change, positive = activation, actives largely listed as activators; actives 2.8% (n = 210,000); AID 1458; also: % of control where 0% means no effect; nearly all actives have a fitted effect of over 55% in size
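HEK293 cells carry an SMN2 minigene-luciferase reporter in which exon 7 inclusion puts luciferase in frame. Cells were seeded at 2000 cells/well, attached for 10-12 hours, then exposed to compounds for 30-36 hours at 37C before ONE-Glo luminescence.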
Tau ThT inhib: inhibitors of human tau fibril formation, thioflavin T binding; recombinant tau K18 P301L, heparin-induced fibrillization, ThT fluorescence; Potency, µM (titrated, usually from 57.4 µM), inactives show at the highest dose activity, negative = inhibition, hits mostly inhibitors; actives 2.1% (n = 270,000); also: % is scaled to controls: 0 for no effect and ±100 for the full control effect; nearly all actives have a fitted effect of over 55% in size
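ThT emission at 510 nm, taken 1 hr after adding 30 uM dye, quantifies aggregates formed when 20 uM heparin acts on human tau K18 P301L for 6 hr at 37 C.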
KDM4E inh: JMJD2E (human) inhibition; B2RXH2; JMJD2E catalytic domain, FDH-coupled NADH fluorescence (FDH is formaldehyde dehydrogenase); Potency, µM (series often up to 57.1 µM), for inactives: top-dose activity change, negative = inhibition, actives largely listed as inhibitors; actives 1.6% (n = 230,000); AID 2147; active = well fitted inhibition curve with a large enough effect, not every such curve was filed as active; inconclusive = small, poorly fitted or top-dose-only effect, or another doubt; inactive = no such curve, though single readings can be large or run the other way;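 also: 0% = wells with enzyme and -100% = buffer wells without enzyme; nearly all actives have a fitted effect of over 50% in size; many of its hits are not listed in these tables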
Target sequence (B2RXH2 1-337 limits assumed): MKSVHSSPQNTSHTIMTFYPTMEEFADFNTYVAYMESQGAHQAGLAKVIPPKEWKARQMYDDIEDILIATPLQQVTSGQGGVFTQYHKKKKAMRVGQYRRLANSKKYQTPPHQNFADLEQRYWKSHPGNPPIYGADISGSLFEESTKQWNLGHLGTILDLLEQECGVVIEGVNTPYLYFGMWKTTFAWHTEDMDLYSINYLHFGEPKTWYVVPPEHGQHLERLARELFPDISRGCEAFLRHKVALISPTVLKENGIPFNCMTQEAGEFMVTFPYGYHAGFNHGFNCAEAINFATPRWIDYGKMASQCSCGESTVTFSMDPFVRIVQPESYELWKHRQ
ALDH1A1 block: blocks purified human ALDH1A1 activity | P00352 | Purified ALDH1A1, NADH fluorescence, propionaldehyde substrate | Potency, µM (doses to about 75.3 µM), without a hit: at the top dose activity, negative = inhibition, hits mostly inhibitors | actives 7.3% (n = 220,000) | AID 1030; active = well fitted inhibition curve with a large enough effect, not every such curve was filed as active; inconclusive = small, poorly fitted or top-dose-only effect, or another doubt; inactive = no such curve, though single readings can be large or run the other way;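 also: plate controls were no enzyme wells and a reference inhibitor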
Target sequence (P00352 whole entry, looked up): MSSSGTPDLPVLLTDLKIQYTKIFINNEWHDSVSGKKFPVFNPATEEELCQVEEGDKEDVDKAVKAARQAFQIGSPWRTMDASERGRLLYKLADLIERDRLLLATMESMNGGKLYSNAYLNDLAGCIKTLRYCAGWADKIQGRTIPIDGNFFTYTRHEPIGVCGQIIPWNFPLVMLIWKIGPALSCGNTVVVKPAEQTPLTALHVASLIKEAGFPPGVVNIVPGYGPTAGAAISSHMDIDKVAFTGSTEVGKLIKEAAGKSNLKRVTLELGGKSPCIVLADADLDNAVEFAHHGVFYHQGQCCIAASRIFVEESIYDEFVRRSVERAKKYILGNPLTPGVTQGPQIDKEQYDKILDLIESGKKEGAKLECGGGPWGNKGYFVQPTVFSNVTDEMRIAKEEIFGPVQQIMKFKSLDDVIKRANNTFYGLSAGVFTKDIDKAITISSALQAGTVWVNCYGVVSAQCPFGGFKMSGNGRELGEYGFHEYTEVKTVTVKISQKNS
Tau fluor counter: counter-screen for tau fibril formation inhibitors; tau K18 P301L (four-repeat tau fragment) Alexa594 fluorescence, heparin fibrillization; Potency, µM (highest dose often 57.7 µM), for inactives: top-dose activity change, negative = decrease; actives 0.93% (n = 280,000); also: % is scaled to controls: 0 for no effect and ±100 for the full control effect; nearly all actives have a fitted effect of over 55% in size
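Human K18 P301L tau (15 uM unlabeled plus 0.24 uM Alexa 594-labeled, final) in 100 mM sodium acetate pH 7 was mixed with compound and 20 uM heparin and incubated 6 hr at 37 C.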
HttQ103 aggreg: reduces HttQ103-GFP aggregates in PC12 cells. PC12 HttQ103-GFP aggregates, Acumen cytometry, 40 h. actives 1.1% (n = 220,000). Potency, µM (top dose mostly 46.1 µM), for inactives: at the top dose activity change, negative = inhibition, most hits filed as inhibitors; also: % is scaled to controls: 0 for no effect and ±100 for the full control effect; nearly all actives have a fitted effect of over 60% in size
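Read-out: GFP aggregate count by laser scanning cytometer (488 nm excitation, 500-530 nm emission, 1–25 µm objects >6 SD above background). Cells: PC12, inducible HTTex1-Q103-GFP, 100 nM tebufenozide; compounds titrated.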
* marks the source's active call; other numbers are inactive results; ? = inconclusive; . = not tested or not shown; [ ] = remark or other dose. Unless noted, calls follow the shape of the dose curve; as a rule, active = well fitted curve in the direction sought with a large enough effect; inconclusive = small, poorly fitted or top-dose-only effect, or another doubt; inactive = no such curve, though single readings can be large; an effect the other way counts as inactive or inconclusive. Potency is read from the fitted curve at half-maximal effect.

SMILES	HTT ATP protect	Tau fibril FP	SMN2 splice up	Tau ThT inhib	KDM4E inh	ALDH1A1 block	Tau fluor counter	HttQ103 aggreg
COc1ccc(Nc2nc(N)nc(CN3CCOCC3)n2)cc1	4%	-4%	0%	-13%	-15%	-12%	-8%	1%
CCn1c(=O)c(C(=O)Nc2nc3ccccc3[nH]2)c(O)c2ccccc21	-35%	-4%	-27%	?	-1%	9%	-15%	10µM*
O=C(Cn1cncn1)NCc1cccc(OC(F)F)c1	24%[10 µM]	-14%	-4%	0%	7%	7%	1%	7%
COc1cc(C(=O)N2CCN(C(=O)c3ccccc3)CC2)cc(OC)c1OC	-8%	0%	-7%	4%	8%	?	5%	3%
CCOCCCNC(=O)/C(C#N)=C/c1ccccc1F	3%	-11%	5%	-15%	1%	?	-12%	-2%
O=C(O)c1ccc(Cl)c(S(=O)(=O)Nc2ccccc2N2CCOCC2)c1	-4%[10 µM]	0%	-4%	-8%	-153%	?	-5%	26%
CC#CCN1c2ccccc2[C@]23C[C@@H](C(=O)OC)N(C(=O)COCc4ccccc4)C2=NC(C(=O)OC)=C(C(=O)OC)[C@H]13	-6%[10 µM]	-5%[11.6 µM]	0%[9.22 µM]	-5%[11.5 µM]	9%[11.4 µM]	10%[13.5 µM]	-4%[11.6 µM]	.
O=C(NC(=S)Nc1ccc2ncccc2c1)c1ccccc1	-45%[inhibitor]	4%	?	-8%	-11%	3.5µM*	0%	4%
COc1cccc2c(=O)n(CC(=O)Nc3ccc(F)cc3)ccc12	-3%[10 µM]	-10%	?	-11%	-14%	?	-2%	-17%
COc1ccccc1C1c2[nH]c3ccccc3c2CCN1Cc1cnc(C)s1 (stereo unspecified)	0%[10 µM]	?	-7%	-17%	?	?	-24%	-3%[9.22 µM]
CCOC(=O)Cn1c(=O)oc2cc(S(=O)(=O)N(C)c3cccc(C)c3)ccc21	-10%[10 µM]	-7%	.	.	6%	.	1%	-15%[9.22 µM]
O=C(Nc1ccc(Cc2ccc(NC(=O)C3CC3)c(O)c2)cc1O)C1CC1	-4%	4%	1%	-6%	5%	3%	-13%	-29%
O=C(O)c1ccc(-c2nc3ccccc3s2)o1	-27%[10 µM]	-3%	.	8%	?	.	1%	31%[9.22 µM]
O=C(NCCc1ccccc1)C(c1ccncc1)N(C(=O)c1csnn1)C1CC1 (stereo unspecified)	22%[1.9 µM]	-3%	-3%	-13%	-11%	?	1%	2%
CSc1nc2nc3c(cc2c(=O)[nH]1)C(O)Oc1ccc(C)cc1-3 (stereo unspecified)	.	6%	0%	-5%	?	?	1%	-17%
Cc1ccc(NC(=O)CCC(=O)NNC(=O)/C=C/C(=O)O)c(C)c1	24%[10 µM]	-6%	-7%	?	?	-6%	-14%	6%
COc1cccc2c1N1C(=O)c3c(C(=O)O)cccc3C1CC2(C)C (stereo unspecified)	-4%	1%	-1%	7%	2%	-6%	9%	0%[9.22 µM]
Cc1cc(C)nc(Nc2ccc(N3CCOCC3)cc2)n1	-93%[inhibitor][0.074 µM]	1%	-3%	?	4%	-1%	-13%	7%
O=C(O)c1ccccc1-c1nc2ccccc2c(=O)[nH]1	-4%	-4%	-1%	1%	-5%	7%	2%	12%
O=C(Nc1ccc(NC(=O)C2CC2)nc1)c1ccco1	-45%[10 µM]	1%	17%	-3%	8%	0%	1%	9%
Cc1ccc2nc(-c3ccc(SCC(=O)Nc4nc(C)cs4)nc3)[nH]c2c1	?	?	6.3µM*	-4%	?	7%	-28%	20%
NC(=O)C1=C[C@@H](c2ccc(Br)cc2)C[C@@H](OCc2ccc(CO)cc2)O1	27%[10 µM]	-3%	.	?	-15%	2%	-16%	11%[9.22 µM]
Cc1cccc(Nc2nnc(SCC3CCCCO3)s2)c1 (stereo unspecified)	11%[10 µM]	1%	20µM*	-18%	-8%	?	?	-33%
Cc1ccnc(NC(=O)Cc2ccc(F)cc2)n1	12%[10 µM]	-5%	.	4%	-25%	.	8%	-31%[9.22 µM]
Cc1ccc2c(=O)cc(C(=O)Nc3cccc(C(F)(F)F)c3)oc2c1C	.	-8%	4%	6%	.	.	3%	.
Following part
SMILES	HTT ATP protect	Tau fibril FP	SMN2 splice up	Tau ThT inhib	KDM4E inh	ALDH1A1 block	Tau fluor counter	HttQ103 aggreg
CCN1C/C(=C\c2cccc(C)c2)c2nc3ccccc3c(C(=O)O)c2C1	4%	-7%	-1%	-15%	?	-9%	-12%	-3%
CC(=O)Nc1ccc(NC(=O)Cn2cc3c(n2)CCC(C)C3)cc1 (stereo unspecified)	13%[10 µM]	6%	?	2%	5%	?	3%	-27%
CSC1=NCCN1S(=O)(=O)c1ccc(C)cc1	-15%	-2%	-34%[inhibitor]	-5%	0%	8%	-6%	-25%
Cc1ccc(-c2nc(-c3ccc(Cl)cc3)sc2CC(=O)O)c(C)c1	0%	8%	-2%	-14%	?	?	-5%	-3%
O=C(Nc1ccccc1C(=O)N1CCN(Cc2ccccc2)CC1)c1ccccn1	1%	11%	-12%	-2%	1%	7%	-7%	1%
O=C(NCc1ccco1)c1cc(C(=O)C2CCCCC2)c[nH]1	-21%	6%	3%	8%	-6%	5%	1%	-6%
COc1cccc(C(=O)NC(=S)Nc2ccc(N(C)C)cc2)c1	3%[10 µM]	5%	11µM*	7.9µM*	-4%	10µM*	?	?
c1ccc(-c2nc(-n3ccnc3)nc(-n3ccnc3)n2)cc1	-36%[10 µM]	-2%	0%	-12%	-2%	8%	-17%	-30%
CCCCN1C(=O)/C(=C2\SC(N3CCCCC3)=NC2=O)c2ccccc21	-45%[inhibitor]	6%	?	?	-6%	10µM*	-23%	?
O=C(CSc1nnc(-c2ccccc2O)o1)N1CCc2ccccc2C1	-3%[10 µM]	-4%	-47%[inhibitor]	-25%	230%[activator]	22µM*	?	1%[9.22 µM]
Cc1ccc(C(=O)Nc2nc(C(C)(C)C)cs2)s1	-64%[inhibitor]	8%	-5%	?	?	?	-18%	?
O=C(NC1CCCC1)c1cc2nc(-c3ccccc3)cc(-c3ccccc3)n2n1	-85%[inhibitor][10 µM]	-6%	.	-2%	?	.	-3%	3.5µM*
Cc1cc(C(=O)OC2CCOC2=O)c2ccccc2n1 (stereo unspecified)	-7%	-1%	-11%	-5%	?	-6%	-5%	1%
Cc1ccc(C(=O)OC2CCCN(C)C2)cc1 (stereo unspecified)	16%[10 µM]	-1%	.	-4%	8%	7%	-4%	6%[9.22 µM]
COc1ccc(OC)c(NC(=O)CSc2ccc3ccccc3c2)c1	-60%[inhibitor]	-13%	.	?	-6%	11µM*	-22%	-32%
O=S(=O)(c1ccc(F)cc1)n1ccc(-c2cnc(-c3ccccc3)s2)n1	-58%[inhibitor]	?	?	-5%	?	?	?	-5%
Cc1c(Cl)cccc1NC(=O)CCS(=O)(=O)c1cccc2nsnc12	.	-1%	-3%	-8%	.	.	-7%	.
COc1ccccc1NC(C#N)c1ccccc1OCc1ccccc1 (stereo unspecified)	.	9%	15%	-4%	?	18µM*	-4%	-14%
Cc1nc(NC2=NCN(Cc3ccco3)CN2)nc2ccccc12	-1%	3%	1%	3%	-4%	8%	10%	-2%[9.22 µM]
CC(C)c1nc(SCC(=O)c2ccc(F)cc2)c2ccccc2n1	.	?	-31%[inhibitor]	?	-19%	20µM*	-22%	.
CCCC(=O)Nc1c2c(nn1-c1ccc(C)cc1C)CSC2	-22%	-5%	1%	-12%	-5%	10%	-5%	12%
O=S(=O)(Nc1ccccc1N1CCOCC1)c1ccc(Cl)s1	9%	8%	-1%	-12%	-3%	-1%	-16%	-25%
CCOC(=O)c1c(C)[nH]c(C(=O)OCC(=O)NC(C)(C)C)c1C	-34%[inhibitor]	-1%	-41%[inhibitor]	2%	1%	5%	0%	?

Rewritten with each value named: part of the list above.
Cc1ccc(C(=O)Nc2nc(C(C)(C)C)cs2)s1
  HTT ATP protect: -64%[inhibitor]; Tau fibril FP: 8%; SMN2 splice up: -5%; Tau ThT inhib: ?; KDM4E inh: ?; ALDH1A1 block: ?; Tau fluor counter: -18%; HttQ103 aggreg: ?
Cc1nc(NC2=NCN(Cc3ccco3)CN2)nc2ccccc12
  HTT ATP protect: -1%; Tau fibril FP: 3%; SMN2 splice up: 1%; Tau ThT inhib: 3%; KDM4E inh: -4%; ALDH1A1 block: 8%; Tau fluor counter: 10%; HttQ103 aggreg: -2%[9.22 µM]
O=S(=O)(c1ccc(F)cc1)n1ccc(-c2cnc(-c3ccccc3)s2)n1
  HTT ATP protect: -58%[inhibitor]; Tau fibril FP: ?; SMN2 splice up: ?; Tau ThT inhib: -5%; KDM4E inh: ?; ALDH1A1 block: ?; Tau fluor counter: ?; HttQ103 aggreg: -5%
Cc1ccc(C(=O)OC2CCCN(C)C2)cc1 (stereo unspecified)
  HTT ATP protect: 16%[10 µM]; Tau fibril FP: -1%; SMN2 splice up: .; Tau ThT inhib: -4%; KDM4E inh: 8%; ALDH1A1 block: 7%; Tau fluor counter: -4%; HttQ103 aggreg: 6%[9.22 µM]

These rows are one share of the data, so the mix of outcomes need not match the whole.
